Growth percent in the NCI-60 one-dose screen (48 h, 10 µM unless noted): 100 = growth as untreated, 0 = no growth, -100 = all killed.
OVCAR-8: OVCAR-8 ovarian cancer | 81,000 compounds, 4.4% hits | AID 1794782
SK-OV-3: SK-OV-3 ovarian cancer cells; AID 1794785; 80,000 compounds, 3.2% hits
OVCAR-5: OVCAR-5 ovarian cancer | AID 1794783 | 82,000 compounds, 2.9% hits
DU-145: DU-145 prostate cancer; 81,000 compounds, 4.2% hits; AID 1794760
OVCAR-4: OVCAR-4 ovarian cancer cells; 80,000 compounds, 3.7% hits
U251: U251 CNS tumor cells | 80,000 compounds, 5.4% hits
SF-268: SF-268 CNS cancer cells. AID 1794759. 82,000 compounds, 3.1% hits
PC-3: PC-3 prostate cancer cells; 80,000 compounds, 3.9% hits
OVCAR-3: OVCAR-3 ovarian cancer; AID 1794787; 79,000 compounds, 7% hits
Active calls of the source: *; / = no result given; [ ] = dose if it differs, or a comment. The calls were made as follows: active = growth percent below 10; inactive = the rest.

SMILES	OVCAR-8	SK-OV-3	OVCAR-5	DU-145	OVCAR-4	U251	SF-268	PC-3	OVCAR-3
Cc1ccc(C2CC(c3ccc4c(c3)OCO4)=NN2C(N)=S)cc1 (stereo not given)	103	118	115	120	88	99	107	87	121
CCCCNc1nc2ccccc2n2c1nc1ccccc12	106	100	113	109	97	92	106	101	107
CCN(CCNc1cc(OC)cc2cccnc12)CCc1ccccc1	85	75	94	101	19	101	84	87	79
O=C(Cn1c2ccccc2c2ccncc21)N/N=C/c1cccs1	69	99	113	86	60	93	94	94	89
C#C[C@]1(O)CC[C@H]2[C@@H]3CC=C4c5sc(Nc6cc(C)cc(C)n6)nc5CC[C@]4(C)[C@H]3CC[C@@]21C	4.4*	-62*	-22*	13	26	-59*	7.7*	-4.4*	-3.5*
O=C(O)c1ccc(N/N=C/c2cn(-c3ccc(C(=O)O)cc3)nc2-c2ccc(F)cc2)cc1	102	123	106	110	101	105	95	99	115
C#CCOc1ccc(CNC(=O)/C=C/c2ccccc2)cc1OC	95	95	95	103	95	95	96	95	101
COc1cc(C(=O)Nc2nn(C)c3nc4cc(C)ccc4cc23)cc(OC)c1OC	83	85	96	108	90	99	103	86	105
O=C(Nc1ncc(Cc2ccccc2Cl)s1)c1ccc2nnsc2c1	88	90	87	75	85	84	86	59	94
O=S(=O)(/N=c1\c2ccccc2cnn1C1=NCCN1S(=O)(=O)c1ccccc1)c1ccccc1	103	106	112	108	100	98	97	87	107
Clc1nc2ccccc2cc1Cn1nnnc1SCc1ccccc1	84	85	109	100	62	92	89	77	81
O[C@H]1CO[C@H]2[C@@H]1OC[C@@H]2Oc1ccc(Nc2ccnc(Nc3ccc(O[C@H]4CO[C@H]5[C@@H]4OC[C@@H]5O)c(Cl)c3)n2)cc1Cl	7.8*	19	28	7.3*	20	7.7*	16	16	14
O=C(O)c1ccc(OCc2ccccc2)cc1	98	99	93	109	102	94	106	90	118
CC12c3ccccc3C(C)(C3C=CC=CC31)C(NS(=O)(=O)c1ccccc1)C2O (stereo not given)	107	112	103	101	103	99	92	96	107
Cc1ccc(C2=NN(c3nc(-c4cc5ccccc5oc4=O)cs3)C(c3ccccc3)C2)cc1 (stereo not given)	83	86	106	104	90	85	89	84	106
CN(CCCCl)Cc1ccccc1	102	106	114	123	107	97	106	91	119
Cc1cc(C)nc(SCC(=O)Nc2cccc(N=Cc3c(O)ccc4ccccc34)c2)n1	98	78	106	89	97	94	89	92	98
CCOC(=O)N1CCC(N=C2CSc3nnc(-c4cc(C(F)(F)F)cc(C(F)(F)F)c4)n3N2)CC1	22	41	26	65	25	23	50	2.5*	28
CCC(=O)OC1=C(C)SC2=NC(c3ccc(Cl)cc3)=CC(c3ccc(OC)cc3)N21 (stereo not given)	96	105	107	109	91	90	110	91	112
CC#C[C@]1(O)CCC2C3CCC4=CC(=O)CCC4=C3[C@@H](c3ccc(N(C)C)cc3)C[C@@]21C (stereo not given in full)	75	101	82	85	44	66	54	48	55
CCCCCC1=C(C)C=C(C)CC1(C)C[N+](C)(C)C (stereo not given)	96	94	102	107	72	88	90	79	92
O[C@H](c1cc(C(F)(F)F)nc2c(C(F)(F)F)cccc12)[C@H]1CCCCN1	89	84	84	99	90	80	79	76	88
NS(=O)(=O)c1ccc(CNC(=O)Nc2nc3ccccc3s2)cc1	99	86	101	104	100	97	94	89	101
COc1ccc2c(c1)c(-c1nc(-c3c[nH]c4ncccc34)cs1)cn2C(=O)OC(C)(C)C	54	98	122	89	/	63	98	67	83
COc1ccc(-c2nnc(NC(=O)CN3CCN(c4cc5c(cc4F)c(=O)c(C(=O)O)cn5C4CC4)CC3)s2)cc1OC	98	99	106	113	104	100	98	96	106
Cc1cccc[n+]1CC(=O)c1cccc2ccccc12	107	102	86	109	106	102	96	93	107
C#Cc1ccc(NC(=O)Cc2ccc(/C=C/C(=O)c3nccn3C)cc2)cc1	26	109	105	13	70	15	38	40	12
OCC1NCCCC1O (stereo not given)	108	100	99	108	100	109	106	99	115
Cc1onc(-c2c(F)cccc2Cl)c1-c1ncc(-c2ccc(Br)cc2)o1	38	66	70	50	48	40	43	41	44
CCN(CC)c1nc(/C=C\c2ccc(N(C)C)cc2)c2nccnc2n1	92	109	83	86	92	98	95	45	75
COc1ccccc1C(=O)/C=C/c1cc2cccc(OC)c2[nH]c1=O	-5.4*	16	13	17	15	-56*	2.4*	31	-9.0*
C=C1C(=O)O[C@H]2[C@H]1CC/C(COC(=O)NCc1cc3ccccc3[nH]1)=C\CC[C@@]1(C)O[C@@H]21	6.1*	87	26	1.2*	-0.2*	55	59	38	-54*
O=C(O)c1ccccc1C(=O)OCc1ccccc1	105	119	105	147	102	100	83	114	97
Nc1nc2c(nnn2Cc2ccc(Cl)c(Cl)c2)c(=O)[nH]1	99	97	95	116	112	97	97	79	106
COc1cc2cc(NC(=O)CN3CCCN(c4ccccc4)C3=O)nc(C)c2cc1OC	86	86	97	101	99	90	88	79	108
CC1=[O+][B-](F)(F)Oc2cc(C)oc(=O)c21	102	107	105	105	101	101	99	97	/

Seven records picked at random from those above, as already listed:
SMILES	OVCAR-8	SK-OV-3	OVCAR-5	DU-145	OVCAR-4	U251	SF-268	PC-3	OVCAR-3
OCC1NCCCC1O (stereo not given)	108	100	99	108	100	109	106	99	115
COc1ccc(-c2nnc(NC(=O)CN3CCN(c4cc5c(cc4F)c(=O)c(C(=O)O)cn5C4CC4)CC3)s2)cc1OC	98	99	106	113	104	100	98	96	106
CCN(CC)c1nc(/C=C\c2ccc(N(C)C)cc2)c2nccnc2n1	92	109	83	86	92	98	95	45	75
C#Cc1ccc(NC(=O)Cc2ccc(/C=C/C(=O)c3nccn3C)cc2)cc1	26	109	105	13	70	15	38	40	12
COc1ccccc1C(=O)/C=C/c1cc2cccc(OC)c2[nH]c1=O	-5.4*	16	13	17	15	-56*	2.4*	31	-9.0*
CC1=[O+][B-](F)(F)Oc2cc(C)oc(=O)c21	102	107	105	105	101	101	99	97	/
Cc1onc(-c2c(F)cccc2Cl)c1-c1ncc(-c2ccc(Br)cc2)o1	38	66	70	50	48	40	43	41	44

The results go on:
SMILES	OVCAR-8	SK-OV-3	OVCAR-5	DU-145	OVCAR-4	U251	SF-268	PC-3	OVCAR-3
O=C1OCC2=C1C(c1ccccc1)c1cc3c(cc1N2CCO)CCC3 (stereo not given)	36	-21*	26	2.0*	30	12	39	16	-22*
CN(C)CCCOc1c2ccc(Cl)cc2nc2c1oc1ccccc12	-18*	-8.8*	4.6*	5.3*	1.7*	4.1*	-9.4*	5.3*	-10*
CCN1C(=S)N(CC)C2C1N=C(SC)N2/N=C/C=C/c1ccccc1 (stereo not given)	96	115	102	91	56	83	88	72	94
CCOC(=O)C1=c2[nH]c(O)c(C(=O)OCC)c2=NC1=O	101	99	111	109	97	92	95	89	103
N=NC(=O)c1ccccc1Nc1c(O)[nH]c2ccccc12	99	87	102	106	76	102	102	92	95
c1ccc(-c2noc3ncnc(Nc4ccc(N5CCCCC5)cc4)c23)cc1	98	/	96	101	85	97	102	105	109
COc1ccc(/C=C2\Oc3cc(OCCCCN4CCCCC4)ccc3C2=O)cc1OC	106	104	96	105	99	95	94	89	107
COc1ccc(CNC(=O)c2cc3c(=O)n4ccccc4nc3n(CCc3ccccc3)c2=N)cc1	97	98	109	107	88	100	106	96	108
COc1ccc(-c2c(C#N)c(N)nn2-c2ncc(C#N)c(N)n2)cc1	107	106	107	93	92	102	92	98	100
O=C(NCCc1ccccc1O)c1cc2c(cc1[N+](=O)[O-])OCO2	99	104	98	104	100	110	98	94	95
Cc1cc(=O)c2c(C)ccc(C)c2[nH]1	95	107	97	115	106	100	97	/	169
COc1c(OC(C)=O)cc2c(c1OC(C)=O)C1O[C@H](COC(C)=O)[C@@H](OC(C)=O)[C@H](OC(C)=O)[C@H]1OC2=O (stereo not given in full)	108	93	100	111	111	108	95	99	106
O=[N+]([O-])c1cccc(-c2nnc(CSc3nnc(-c4ccccc4Cl)o3)o2)c1	103	112	103	113	101	103	96	104	112
Cn1c(=O)c2c(nc3scc(CNc4cccc(C(F)(F)F)c4)n32)n(C)c1=O	93	104	97	81	72	91	81	63	79
CN(C)CCC(c1ccccc1)c1cc(Cl)ccn1 (stereo not given)	104	111	95	111	108	106	96	91	110
COc1ccc(-c2oc3cc(O)c(OC)c(O)c3c(=O)c2OC)cc1O	25	24	57	-18*	66	14	14	15	-40*
Nc1ncc(C(=O)O)c(N)n1	111	119	105	123	110	114	110	94	117
COc1ccc(NC(=O)Nc2ccc(F)c(C(=O)c3c[nH]c4ncccc34)c2F)cc1	100	96	110	101	99	98	91	86	105
COc1ccn2c(C(=O)c3ccc(Br)cc3)cc(C(C)=O)c2c1	93	92	92	94	90	97	85	91	102
COc1cc(/C=C/c2cc(/C=C/c3ccc(O)c(OC)c3)n(C(=O)c3ccc(Cl)cc3)n2)ccc1O	29	/	80	20	36	17	27	4.6*	7.6*
CC1=NC(=S)NC(c2ccccc2)/C1=C1/CC(c2ccc(Cl)cc2)N(c2ccccc2)N1 (stereo not given)	115	118	111	104	101	111	104	85	102
OC(c1ccccc1)c1ccc(-c2ccccc2)cc1 (stereo not given)	93	109	103	109	108	97	99	92	106
CC1SC(c2ccccc2)N(CCc2cccs2)C1=O (stereo not given)	66	83	100	86	39	61	71	36	66
Clc1ccc2c(N3CCN(c4ccnc(Cl)n4)CC3)ccnc2c1	80	90	98	101	93	92	100	70	89
COc1cc2c(cc1NC(=O)CCCN1C(=O)c3ccccc3C1=O)oc1ccccc12	/	101	99	107	100	98	98	94	85
CCCCOC(=O)Cc1ccc(OC)c(OC)c1	98	100	103	107	105	96	100	93	110
NS(=O)(=O)c1cccc(NC(=O)C(=O)C2C(=O)Nc3ccccc32)c1 (stereo not given)	106	106	96	107	102	107	105	89	97
CC1OC(CC(=O)O)Cc2c1c(O)c1c(O)cc(-c3cc(=O)c4c(=O)c5c(c(=O)c=4c3=O)CC(CC(=O)O)OC5C)c(O)c1c2O (stereo not given)	/	117	75	106	85	42	108	79	112
CCN1CCN(CC(=O)Nc2nc3ccc(NCc4ccccc4)cc3s2)CC1	88	/	98	107	100	93	93	74	95
NC(=O)[C@H]1O[C@@H](n2cnc3c(=O)[nH]cnc32)[C@H](O)[C@@H]1O	108	/	108	107	106	99	106	105	104
CNC(=O)c1cc(Oc2ccc(NC(=O)Nc3ccc(Cl)c(C(C)(C)C)c3)c(F)c2)ccn1	45	67	83	61	33	52	59	38	40
COc1ccc(C(=O)CSc2nnc3n2N=C(c2ccc(OC)cc2)CS3)cc1	97	100	100	109	104	100	94	102	106
CC(=O)c1ccc(NC(=O)Nc2ccc(C(C)=O)cc2)cc1	96	94	88	110	99	94	112	110	114
O=C1NC(c2ccc(C(F)(F)F)cc2)N=C2C(c3ccccc3)=NOC12 (stereo not given)	108	110	117	114	100	99	106	99	116
O=C(Nc1ccc(S(=O)(=O)N2CCCCC2)cc1)C(Cl)Cl	111	118	127	104	104	98	105	107	114
COC(=O)C1(CC(=O)c2cc(Cl)ccc2Cl)NC(=S)NC(=O)C1C#N (stereo not given)	116	120	106	116	109	116	99	97	105
COc1ccc(C2=NN(C(=O)c3cc(-c4ccc(C)cc4)nc4ccccc34)C(c3cc(-c4ccccc4)nn3-c3ccccc3)C2)cc1 (stereo not given)	93	112	102	91	93	85	77	75	84
CC(C)CNc1nc(N=[N+]=[N-])nc(NCC(C)C)n1	57[100 µM]	84[100 µM]	75[100 µM]	80[100 µM]	53[100 µM]	62[100 µM]	63[100 µM]	23[100 µM]	60[100 µM]
O=C(O)c1cn(C2CC2)c2cc(N3CCN(Cc4nc5c(cnn5-c5ccc(Cl)cc5)c(=O)[nH]4)CC3)c(F)cc2c1=O	101	102	100	116	105	107	96	94	110
CN1C(CC(=O)c2ccccc2)CCCC1CC(O)c1ccccc1 (stereo not given)	104	109	/	124	103	101	116	91	117
COc1ccc(/C(C)=N/N=C2C(=O)Nc3ccc(Cl)cc32)cc1S(N)(=O)=O	91	95	109	96	102	86	91	90	108
Cc1cc(C(C)(C)C)cc(C)c1CC1=NCCN1	107	124	/	107	117	106	100	91	112
CCOC(=O)c1cnc2c(C)cccc2c1Nc1ccc(C(C)=O)cc1	35	68	45	22	16	-81*	44	12	-8.9*
COc1cc(C2C3CSCN3[C@@]3(C(=O)Nc4ccccc43)C2C(=O)c2nc3ccccc3[nH]2)cc(OC)c1OC (stereo not given in full)	99	/	94	111	100	103	99	105	109
CCOC(=O)C1C(C)=CC(=O)CC1CC (stereo not given)	107	105	106	110	97	111	101	108	105
CC(=O)c1nnn(C(C)C(N)=O)c1C (stereo not given)	96	95	106	114	125	101	103	97	113
Clc1ccc(-c2ccc(-c3nn4c(-c5ccccc5)nnc4s3)o2)cc1	101	97	102	104	105	105	103	101	/
CCOC(=O)c1[nH]c(CCl)c(C(=O)OCC)c1C	102	113	106	103	104	99	98	99	114
CC1CN(Cc2ccco2)C(=S)N(c2ccccc2)C1=O (stereo not given)	104	105	105	110	97	93	105	86	106

Another view of 2 compounds above.
Values run as follows: OVCAR-8 | SK-OV-3 | OVCAR-5 | DU-145 | OVCAR-4 | U251 | SF-268 | PC-3 | OVCAR-3
N=NC(=O)c1ccccc1Nc1c(O)[nH]c2ccccc12
→ 99 | 87 | 102 | 106 | 76 | 102 | 102 | 92 | 95
c1ccc(-c2noc3ncnc(Nc4ccc(N5CCCCC5)cc4)c23)cc1
→ 98 | / | 96 | 101 | 85 | 97 | 102 | 105 | 109
